Screens as filed in PubChem.
Giardia FBPA inh = blocks Giardia fructose-bisphosphate aldolase activity | A8B2U2 | purified Giardia FBPA | Potency, µM (doses to about 59.6 µM), without a hit: at the top dose activity, negative = inhibition, hits mostly inhibitors | 290,000 tested, 0.71% active | AID 2451; also: potency is read from the fitted curve at half-maximal effect; nearly all actives have a fitted effect of over 55% in size
Target sequence (A8B2U2 whole entry, looked up): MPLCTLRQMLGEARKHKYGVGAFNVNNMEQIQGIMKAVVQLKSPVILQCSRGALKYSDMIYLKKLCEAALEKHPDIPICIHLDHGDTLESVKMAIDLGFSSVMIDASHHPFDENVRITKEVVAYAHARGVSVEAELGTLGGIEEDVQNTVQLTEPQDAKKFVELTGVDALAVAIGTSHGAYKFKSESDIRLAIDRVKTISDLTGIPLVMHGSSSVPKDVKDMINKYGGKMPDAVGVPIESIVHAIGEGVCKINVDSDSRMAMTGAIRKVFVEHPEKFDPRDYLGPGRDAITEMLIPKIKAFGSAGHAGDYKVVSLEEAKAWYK
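Giardia FBPA (40 nM reagent) was preincubated 10 min at RT with compound (up to 57.5 uM final), then substrate plus GAPDH/TPI/NAD/arsenate coupling system with diaphorase/resazurin was added; resorufin fluorescence (525/598 nm) was read after 20 min.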
AMA1 RON2 block = inhibitors of Plasmodium falciparum AMA1-RON2 interaction | AlphaScreen AMA1-biotinylated RON2 peptide binding | Potency, µM (highest dose often 58.2 µM), without a hit: top-dose activity change, negative = inhibition, hits mostly inhibitors | 360,000 tested, 0.2% active;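 also: potency is read from the fitted curve at half-maximal effect; 0% = vehicle wells and -100% = peptide control; nearly all actives have a fitted effect of over 45% in size; some results filed as inactive show a strong effect at the top dose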
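AMA1 (3D7) with his tag at 25 nM final met compounds first, then biotinylated RON2 peptide at 25 nM; detection used donor plus acceptor beads, 10 µg/mL apiece, read by AlphaScreen after 30 min at room temperature.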
AmpC inh no detg = AmpC beta-lactamase inhibition without detergent. AmpC nitrocefin hydrolysis, absorbance 480 nm, 0.0001% Triton. Potency, µM (doses to about 57.1 µM), inactives show at the highest dose activity change, negative = inhibition, usual class: inhibitors. 330,000 tested, 0.52% active. AID 485341;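 also: potency is read from the fitted curve at half-maximal effect; plate controls were no compound for no effect and no enzyme for full effect; nearly all actives have a fitted effect of over 20% in size; some results filed as inactive show a strong effect at the top dose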
Target sequence (P00811 whole entry, looked up): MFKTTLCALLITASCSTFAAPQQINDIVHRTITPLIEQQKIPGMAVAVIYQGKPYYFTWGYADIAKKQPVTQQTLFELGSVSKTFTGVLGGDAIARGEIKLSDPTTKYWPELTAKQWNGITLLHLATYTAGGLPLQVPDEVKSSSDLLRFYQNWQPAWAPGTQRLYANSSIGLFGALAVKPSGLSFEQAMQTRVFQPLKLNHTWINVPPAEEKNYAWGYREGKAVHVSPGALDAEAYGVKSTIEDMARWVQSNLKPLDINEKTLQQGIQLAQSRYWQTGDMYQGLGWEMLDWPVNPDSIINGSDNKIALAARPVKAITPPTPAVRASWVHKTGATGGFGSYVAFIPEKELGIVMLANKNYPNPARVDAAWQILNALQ
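AmpC (5.3 nM in the dispensed reagent) in 20 mM phosphate pH 7.0 with 0.01% (detergent screen) or 0.0001% Triton X-100 was preincubated with compounds for 15 min at room temperature. Nitrocefin was then added from an 800 uM solution, and hydrolysis was followed at 480 nm.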
HCMV antiviral = blocks human cytomegalovirus replication | HFF cells, HCMV-luciferase reporter, 72 h; stronger effect = lower value | activity change, negative = inhibition, % at 57.5 µM | 410,000 tested, 4.5% active; in the data active = activity change below about -60%; inconclusive = no clear call, values can overlap the other calls; inactive = above about -39%
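HFF cells seeded 16 h at 37C, treated with compounds, infected with luciferase-reporter HCMV at MOI 1 PFU/cell; luciferase read at 72 h post infection, normalized to buffer-only and Salinomycin controls.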
Sm TGR block = S. mansoni TGR enzyme inhibition. 360,000 tested, 3% active. purified TGR, DTNB reduction, TNB absorbance 405 nm. Q962Y6. Potency, µM (highest dose often 114 µM), for the others: at the top dose activity change, negative = inhibition, actives largely listed as inhibitors. AID 485364; also: potency is read from the fitted curve at half-maximal effect; nearly all actives have a fitted effect of over 60% in size
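First, TGR (20 nM dispensed) and NADPH were mixed with compound. Second, a 15 min room-temperature incubation followed. Third, further NADPH and then DTNB were added to start the reaction. Finally, TNB absorbance was monitored kinetically.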
AmpC inh detg = AmpC beta-lactamase inhibition with detergent present. P00811. AmpC hydrolysis of nitrocefin, absorbance 480 nm, 0.01% Triton. 370,000 tested, 0.041% active. Potency, µM (doses to about 114 µM), without a hit: at the highest dose activity change, negative = inhibition, hits mostly inhibitors. AID 485294;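 also: potency is read from the fitted curve at half-maximal effect; 0% = no-compound wells and -100% = no-enzyme wells; nearly all actives have a fitted effect of over 25% in size; some results filed as inactive show a strong effect at the top dose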
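AmpC (5.3 nM in the dispensed reagent) in 20 mM phosphate pH 7.0 with 0.01% (detergent screen) or 0.0001% Triton X-100 was preincubated with compounds for 15 min at room temperature. Nitrocefin was then added from an 800 uM solution, and hydrolysis was followed at 480 nm.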
An asterisk follows results filed as active; ? = inconclusive; / = no result given; & = joins results of further samples; [ ] = another dose, or the depositor's remark. Unless noted, calls follow the shape of the dose curve; as a rule, active = well fitted curve in the direction sought with a large enough effect; inconclusive = small, poorly fitted or top-dose-only effect, or another doubt; inactive = no such curve, though single readings can be large; an effect the other way counts as inactive or inconclusive. Unless noted, % is scaled to controls: 0 for no effect and ±100 for the full control effect.

Each structure is followed by: Giardia FBPA inh, AMA1 RON2 block, AmpC inh no detg, HCMV antiviral, Sm TGR block, AmpC inh detg
> COC(=O)C1=C(O)/C(=C\c2ccc(OCC(=O)Nc3ccccc3OC)cc2)N=C1C
  -10%, -15%, -16%, -26, -10%, -8%
> COC(=O)Cn1c(=O)cnc2ccccc21
  5%, -14%, -8%, -5, -6%, -19%
> O=C(Cn1c(C(F)(F)F)nc2ccccc21)Nc1ccccc1N1CCOCC1
  2%, -4%, 20%, 19, 0%, -6%
> O=C1C(Cl)=C(N2CCOCC2)C(=O)N1c1ccc(Br)cc1
  6%, -1%, -44%, 4, ?, ?
> NC(=O)c1ccsc1NC(=O)CSc1nc2ccccc2c(=O)n1CCCO
  -2%, -5%, 105%[activator], -21, -2%, -1%
> COc1ccc(CN2CC(=O)N(c3cccc(Cl)c3)C2=S)cc1OC
  2%, -5%, 31%, ?, -1%, -7%
> CCN(CC)CCN1C(=O)C(=O)/C(=C(/O)c2ccc(OC(C)C)cc2)C1c1ccncc1 (stereo not drawn)
  6%, 0%, -14%, 27, -32%, -14%
> Cc1cccc([N+](=O)[O-])c1NC(=O)COC(=O)c1nc2nccc(C)n2n1
  /, 0%, -36%, -4, -2%, -7%
> CC1=C(C(=O)NC2CC(C)(C)Cc3c2cnn3-c2ccc(C)cc2)OCCO1 (stereo not drawn)
  /, -3%, 97%[activator], /, -12%, 4%
> O=C1CC(c2ccco2)CC(O)=C1C=Nc1cc(Cl)ccc1O (stereo not drawn)
  -6%, 28%, -38%, 3, -35%, -19%
> COc1cc(C(=O)NCCN2C(=O)S/C(=C\c3ccc(F)cc3)C2=O)ccc1OCC(=O)N1CCOCC1
  5%, -8%, 4%, /, -12%, 11%
> CN(C)CC(O)COC(c1ccc(Cl)cc1)c1ccc(Cl)cc1 (stereo not drawn)
  1%, 4%, 70%[activator], ?, 4%, 4%
> Cc1ccc(C(=O)NC(=S)Nc2ccc(NC(=O)c3cccc(Cl)c3)cc2)cc1
  0%, 6%, -19%, ?, 7%, -11%
> CS(=O)(=O)N1Cc2ccccc2CC1C(=O)OCC(=O)NCc1ccccc1 (stereo not drawn)
  /, 3%, -1%, 3, /, /
> CC(C)(C)c1ccc(C2(C)NC(=O)N(CC(=O)NC3CCS(=O)(=O)C3)C2=O)cc1 (stereo not drawn)
  /, -3%, 40%, -15, 8%, -13%
> Cc1nn(CCC(=O)NNC(=S)NCC(C)C)c(C)c1Br
  0%, 75%[activator], 19%, 17, -18%, 0%
> CCOc1ccccc1C(=O)Nc1cnn(Cc2ccc(F)cc2)c1
  -8%, 12%, -8%, -63*, 2%, ?
> COc1ccc2nc(NC(=O)c3cccc(-c4cc5ccccc5oc4=O)c3)sc2c1
  -1%, -13%[2.32 µM], -27%, 1, -6%, ?
> CSc1nc2n(n1)C(c1ccccn1)C1=C(CC(C)(C)CC1=O)N2 (stereo not drawn)
  -8%, -14%, -15%, 21, 1%, -1%
> O=C(COC(=O)C1CC2CCCC(C1)C2=O)Nc1ccc(Cl)cn1 (stereo not drawn)
  /, 0%, -19%, 2, -4%, -13%
> COC(=O)C1CCN(S(=O)(=O)c2ccc(Br)s2)CC1
  /, 1%, -14%, -32, -8%, -1%
> COc1ccc(OCc2ccc(C(=O)O)cc2)cc1
  26%, 15%, -18%, 118, 8%, -4%
> Cc1noc(C)c1NC(=O)N(C)C[C@H]1Oc2ccc(NC(=O)Nc3ccc(C(F)(F)F)cc3)cc2C(=O)N([C@H](C)CO)C[C@@H]1C
  /, -11%, 270%[activator], ?, /, /
> Cc1ccc(CCNC(=O)c2cc3sccc3n2Cc2ccc(C)cc2)cc1
  /, /, /, -13, 1%, 17%
> Oc1ccccc1C=NC1=NN(c2cccc(C(F)(F)F)c2)CC1
  -13%, -14%, -25%, -7, 0%, ?
> COc1ccc2[nH]c3c(NCCC4=CCCCC4)ncnc3c2c1
  2%, ?, -39%, -89*, -6%, ?
> O=C(Cc1ccccc1)N/N=C/c1cc(Br)cc(Cl)c1O
  10%, 13%, -30%, -18, -32%, -5%
> Cc1cc(C)c(OCC(=O)N(Cc2cccc(F)c2)Cc2ccco2)c(C)c1
  /, /, /, -28, -1%, 22%
> CCOc1cc(/C=C2\C(=N)N3N=C(S(=O)(=O)CC)SC3=NC2=O)ccc1OC(=O)c1ccco1
  /, 19%, ?, 18, -24%, -3%
> N#CC1=C(N)Oc2ccc3ccc(O)cc3c2C1c1ccsc1 (stereo not drawn)
  -7%, -3%, -37%, ?, -20%, -17%
> O=C(C1CCN(S(=O)(=O)c2ccccc2)CC1)N1CCOCC1
  1%, 6%, -17%, 0, -11%, -2%
> Cc1cc(C(=O)NNC(=S)Nc2ccccc2C)cs1
  -7%, 16%, -23%, 13, 3%, ?
> CCOC(=O)N1CCC(NC(=O)c2cc(-c3ccc(OC)cc3)nc3ccccc23)CC1
  -6%, -9%, 20%, -21, 1%, 0%
> Cc1c(Cl)cccc1NC(=O)C1NC(=O)CC1c1ccccc1 (stereo not drawn)
  0%, 27%, -4%, -33, -3%, 1%
> Cn1c(=O)c2c(nc(CN3CCOCC3)n2CC(O)CO)n(C)c1=O (stereo not drawn)
  -1%, 1%, -12%, 28, 2%, -14%
> CN1CCCC(OC(=O)c2ccc(C#N)cc2)C1 (stereo not drawn)
  -11%, 2%, -3%, -8, -4%, 0%
> Cc1cc(C(=O)COC(=O)CNC(=O)c2ccc(F)cc2)c(C)n1Cc1ccco1
  0%, 15%, -12%, ?, -4%, ?
> Cc1ccc(C)c(S(=O)(=O)Nc2nc(C)c(C(=O)Nc3ccccc3)s2)c1
  5%, -6%, -29%, -9, -13%, -10%
> Cn1c(=O)c2ncn(CC(=O)N/N=C/C=C/c3ccccc3)c2n(C)c1=O
  -2%, 14%, -1%, -33, -4%, -7%
> O=C(OCC1CCCO1)c1ccc2c(c1)N(Cc1ccc(F)cc1)C(=O)c1ccccc1S2(=O)=O (stereo not drawn)
  /, /, /, 2, 0%, 0%
> CN(C(=O)COC(=O)C1c2ccccc2Oc2ccccc21)C1CCS(=O)(=O)C1 (stereo not drawn)
  -1%, 7%, -13%, 24, 0%, ?
> COc1cc(OC)nc(Oc2ccccc2C(=O)Oc2cccc(C)c2)n1
  0%, 4%, -7%, 23, 17%, -9%
> Cc1cc(C)nc(SCc2nnc(SCC(=O)N3CCCc4ccccc43)n2C)n1
  0%, 1%, 16%, ?, 2%, -11%
> O=C(Cn1nnc2ccccc2c1=O)N[C@H](C(=O)O)c1ccccc1
  5%, 0%, 0%, ?, 2%, -4%
> Cc1ccc(S(=O)(=O)N(Cc2n[nH]c(=S)n2-c2ccccc2)c2cccc(Cl)c2)cc1
  18%, 27%, -2%, ?, 1%, -4%
> Cc1cccc2c1Sc1ccccc1CC2=O
  -11%, 25%, 46%[activator], 8, 2%, ?
> COc1ccc(OC)c(NC(=O)Nc2ccc3c(c2)CCC3)c1
  -6%, -14%, 8.9µM*, 6, 5%, -6%
> Cc1c(C(=O)N(Cc2ccc(N(C)C)cc2)CC2CCCO2)oc2ccccc12 (stereo not drawn)
  /, ?, 103%[activator], ?, -29%&1%, -9%&-1%
> CC(C)CCn1c(SCC(=O)OCn2nnc3ccccc3c2=O)nc2ccccc2c1=O
  3%, -2%, 21%, -12, -11%, ?
> CCOc1ccc(C(=O)Nc2ccc(C(F)(F)F)n(C)c2=O)cc1
  -8%, ?, -8%, -32, -3%, -16%

More entries follow:
Each structure is followed by: Giardia FBPA inh, AMA1 RON2 block, AmpC inh no detg, HCMV antiviral, Sm TGR block, AmpC inh detg
> COCc1nnc(NC(=O)c2ccc(S(=O)(=O)N3CCCc4ccccc43)cc2)o1
  18µM*, 110%[activator], -24%, -78*, -14%, 1%
> CN(CC(=O)Nc1ccc(S(N)(=O)=O)cc1)Cc1ccccc1F
  2%, 1%, -17%, -36, -13%, 4%
> COc1ccc(CCNC(=O)c2nnn(CC(=O)Nc3ccc(C)cc3C)c2N)cc1OC
  3%, -2%, 34%, -8, 6%, 3%
> O=C(CN1CCCSc2ccccc21)N1CCN(S(=O)(=O)c2ccccc2)CC1
  /, -6%, 126%[activator], -1, -19%, -9%
> CCCCN(Cc1ccccc1)C(=O)CN(C)S(=O)(=O)c1ccc2c(c1)c(=O)n(C)c(=O)n2C
  /, /, /, -37, 9%, 4%
> Cc1nnc(SC(C)C(=O)Nc2nccs2)s1 (stereo not drawn)
  2%, 12%, -20%, -38, 1%, 0%
> CCOc1ccc(OCCn2ccnc2)cc1
  ?, -15%, -32%, 8, -4%, -8%
> CNCC(O)Cn1c(C(F)(F)F)nc2ccccc21 (stereo not drawn)
  7%, 41%[activator], -6%, -5, -26%, ?
> CC(=O)N(c1cccc(C)c1)C1SC(=O)N(c2ccccc2)C1=O (stereo not drawn)
  6%, 36%[activator], -5%, 47, 0%, ?
> CC(C)(C)C1CCC(C(=O)Nc2cccnc2)CC1 (stereo not drawn)
  4%, -9%, -23%, -93*, -3%, -14%
> c1csc(CNc2ncnc3ccc(-c4ccoc4)cc23)c1
  1%, /, -51%&-32%, -92*, -23%&-21%, -6%&4%
> COc1ccc(C2=NN(CN3C(=O)C(=O)c4ccccc43)C(c3cccc([N+](=O)[O-])c3)C2)cc1 (stereo not drawn)
  -4%, -7%, -41%, -15, 4%, 3%
> COc1cc(C(=S)N2CCCC2)ccc1OC(=O)c1ccc(Cl)cc1[N+](=O)[O-]
  -1%, -10%, -23%, 15, -16%, ?
> CC1=C(C(=O)Nc2ccccc2)C(C(C)C)n2nc(SCc3ccccc3C)nc2N1 (stereo not drawn)
  /, /, /, 10, 3%, 15%
> CCc1c(C)nc2[nH]nc(-c3ccccc3C)n2c1=O
  -14%, -10%, 0.28µM*, 63, 9%, -1%
> O=C(Nc1ccc(O)c(-c2nc3ccccc3o2)c1)c1ccco1
  /, /, /, 6, 12%, -1%
> Cc1nn(-c2ccccc2)c(C)c1C(=O)OCC(=O)Nc1ccccc1C(F)(F)F
  /, 13%, 27%, -2, -8%, -18%
> CC1CCCCC12NC(=O)N(CC(=O)NC(=O)NCc1ccco1)C2=O (stereo not drawn)
  0%, 0%, -15%, 31, -16%, -5%
> Cc1ccc(Cn2c(=N)n(CC(O)c3ccco3)c3ccccc32)cc1 (stereo not drawn)
  0%, -5%, -26%, -26, 4%, 3%
> O=c1c2c([nH]c3ccccc13)C(=C1CCCC1)CC2
  1%, ?, -32%, /, 13µM*, ?
> O=C(Nc1ccc(Cl)cc1)OCc1cncs1
  -6%, 1%, -6%, 10, 15%, 12%

Some entries already given, showing only Giardia FBPA inh.
SMILES,Giardia FBPA inh
CCc1c(C)nc2[nH]nc(-c3ccccc3C)n2c1=O,-14%
O=c1c2c([nH]c3ccccc13)C(=C1CCCC1)CC2,1%
O=C(Nc1ccc(Cl)cc1)OCc1cncs1,-6%
